Compound activity (PubChem)
RSV CPE inhibition – RSV antiviral activity via CPE protection, HEp-2 cells, primary 10 µM value included (AID 2391); HEp-2 cells, RSV-induced CPE inhibition; higher % means a stronger effect; CPE inhibition, % at 10 µM, or IC50 in µM where a hit was titrated; hit rate 0.13% among 310,000; in the data active = a potency from the dose series; inconclusive = CPE inhibition mostly from about 23% at the one dose, without a potency; inactive = the rest, 99 in 100 with CPE inhibition below about 21%; also: strong numbers were not always called active
LYP phosphatase – inhibitors of LYP phosphatase, biochemical, fluorescence intensity, uHTS (AID 1779). recombinant LYP phosphatase, fluorescence intensity; higher % means a stronger effect. inhibition, % at 11.5 µM; hits with a dose series show IC50 in µM. hit rate 0.054% among 290,000; in the data active = inhibition above about 50%;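 also: plate controls were vehicle with enzyme for no effect and no enzyme for full effect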
GPR35 antagonists – GPR35 antagonists blocking zaprinast-driven arrestin recruitment, primary screen, imaging, U2OS, beta-arrestin-GFP, zaprinast agonist (AID 2058) | U2OS GPR35 beta-arrestin-GFP translocation imaging, zaprinast antagonism; higher % means a stronger effect | one-dose inhibition, % at 10 µM; IC50 in µM for titrated hits | hit rate 0.052% among 290,000;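 active = inhibition of at least 50% with at least 30 cells and total cytoplasm GFP at most 10,000,000; inconclusive = under 30 cells or total GFP of 10,000,000 plus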
Large T inhibition – TAg ATPase/helicase activity blockers – biochemical (AID 1903) | SV40 large T antigen ATPase/helicase inhibition assay; higher % means a stronger effect | hit rate 0.39% among 310,000 | inhibition, % at 20 µM; hits with a dose series show IC50 in µM; in the data active = a potency from the dose series; inconclusive = inhibition mostly from about 32% at the one dose, without a potency; inactive = the rest, 99 in 100 with inhibition below about 32%; also: strong numbers were not always called active
Salmonella PhoP GFP – PhoP-dependent GFP reporter repression – Salmonella Typhimurium, primary screen (AID 1863); S. Typhimurium PhoP-regulated promoter GFP reporter, 4 h; higher % means a stronger effect; inhibition, % at 50 µM, or IC50 in µM where a hit was titrated; hit rate 0.16% among 300,000;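 active = inhibition over 29.93%, a cutoff 3 SD above the screen mean, later confirmed by dose response; inconclusive = inhibition over 29.93% but no dose response follow-up; inactive = inhibition at most 29.93% or unconfirmed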;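 also: 0% = low Mg2+ inducing control and 100% = high Mg2+ repressing control; strong numbers were not always called active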
NS5 inhibitors – Dengue-2 NS5 methyltransferase inhibitors, primary screen, biochemical, confirmation dose response (AID 588689); hit rate 0.3% among 340,000; one-dose inhibition, % at 25 µM; IC50 in µM for titrated hits; Dengue-2 NS5 methyltransferase capping enzyme assay, biochemical; higher % means a stronger effect; in the data active = a potency from the dose series; inconclusive = inhibition above about 29% without an active follow-up result
MgcRacGAP inhibition – MgcRacGAP GTPase-activating activity inhibitors, confirmation, biochemical, ADP Hunter fluorescence | MgcRacGAP-stimulated Rac1 GTP hydrolysis, ADP Hunter fluorescence; higher % means a stronger effect; GST-tagged Rac1 F28L mutant substrate | hit rate 0.6% among 340,000 | inhibition, % at 30 µM; hits with a dose series show IC50 in µM;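 active = first-screen hits whose inhibition reached a set limit at any dose in the follow-up dose series; inconclusive = inhibition above the set first-screen limit but never retested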;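 also: fluorescence reports GDP produced by GAP-driven GTP hydrolysis; strong numbers were not always called active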
West Nile virus CPE – inhibition of WNV-induced cytopathic effect – cell-based, CPE readout (AID 1621); West Nile virus-infected cells, CPE inhibition; higher % means a stronger effect; CPE inhibition, % at 10 µM, or IC50 in µM where a hit was titrated; hit rate 0.02% among 290,000; in the data active = a potency from the dose series; inconclusive = CPE inhibition mostly from about 3.7% at the one dose, without a potency; inactive = the rest, 99 in 100 with CPE inhibition below about 2.2%; also: strong numbers were not always called active
CSM14.1 death rescue – protection against thapsigargin-triggered cell killing – 384-well, CSM14.1, ATP luminescence, primary screen (AID 1222). one-dose cellular ATP content (survival), % at 20 µM; EC50 in µM for titrated hits. 190,000 tested, under 10 active. CSM14.1 thapsigargin-induced death rescue, ATP luminescence; higher % means a stronger effect;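 active = EC50 below 50 µM in the dose-response confirmation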;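 also: death triggered by thapsigargin at about 15 µM added after 2 h compound pretreatment; cell ATP read after overnight thapsigargin exposure of roughly 18 to 22 hours; normalized against plate controls of thapsigargin alone and 5% DMSO vehicle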
* = called active by the depositor; ? = inconclusive; / = not tested or not shown.

SMILES | RSV CPE inhibition | LYP phosphatase | GPR35 antagonists | Large T inhibition | Salmonella PhoP GFP | NS5 inhibitors | MgcRacGAP inhibition | West Nile virus CPE | CSM14.1 death rescue
CCOC(=O)C1CCCN(S(=O)(=O)c2ccc3c(c2)NC(=O)CO3)C1 (centres undefined) | 1.0% | -4.4% | -2.7% | 2.4% | -11.8% | -4.1% | 11.4% | -1.0% | /
Cc1ccc(NC(=O)CNc2ccc(Cl)c(Cl)c2)cc1S(=O)(=O)N(C)C | 19.1% | 1.1% | -10.2% | 23.5% | 18.3% | -10.6% | 6.4% | -2.3% | -2.8%
COCCCNC(=S)NC1CCCCC1 | 1.0% | -4.8% | -2.2% | 3.0% | -7.5% | -5.1% | -3.4% | 0.2% | -1.6%
CCOC(=O)N1CCN(S(=O)(=O)c2cc(Br)cc3c2N(C(=O)CC)CC3)CC1 | 3.0% | 2.8% | -10.9% | 16.1% | -7.4% | -2.4% | 6.0% | 0.1% | -0.6%
O=C(CCCN1C(=O)c2ccccc2C1=O)NCCCN1CCOCC1 | 2.3% | 2.3% | -2.6% | 4.2% | -1.2% | 3.2% | 2.6% | 0.4% | -1.3%
C=CCn1c(COc2ccc(F)cc2)nnc1SCC(=O)NC(=O)NCc1ccco1 | 1.4% | 0.0% | 19.9% | 25.3% | 8.7% | 0.0% | 4.2% | 0.9% | /
Cc1ccc(/C=C/C(=O)OCC(=O)NCCN2C(=O)CSC2=O)cc1 | 3.2% | -2.5% | 3.3% | 6.3% | -10.9% | -14.1% | 0.7% | 0.8% | -1.1%
Cc1cc(C)n(S(=O)(=O)c2ccc(F)cc2)n1 | 1.5% | -8.3% | 2.7% | 12.8% | -6.6% | -5.4% | 3.4% | 0.4% | /
Cc1cc(OCc2nnc(SCC(=O)OC3CCCCC3)o2)ccc1Cl | 1.5% | -9.2% | -8.3% | -0.7% | -16.1% | 0.7% | 6.0% | -0.1% | -0.6%
CCc1ccc(OCC(=O)N(C)C)c(Br)c1 | 0.9% | -8.0% | 10.1% | 11.0% | 12.5% | -0.7% | -2.0% | 0.0% | -2.1%
CCC(C)(C)NC(=O)C(c1cccc(OC)c1OC)N(CCC(C)C)C(=O)CCC(=O)Nc1cc(C)on1 (centres undefined) | 0.6% | -6.2% | 8.3% | 6.3% | 6.2% | -1.8% | 10.6% | -1.1% | -0.6%
CC(C)(C)c1ccc(S(=O)(=O)NNC(=O)C2CCN(Cc3cccc(F)c3)CC2)cc1 | 0.8% | -6.3% | -3.9% | 37.5% | 4.5% | -0.7% | 4.7% | -0.4% | -1.7%

Ordered by value in GPR35 antagonists (largest number first): some entries from above.
molecule	RSV CPE inhibition	LYP phosphatase	GPR35 antagonists	Large T inhibition	Salmonella PhoP GFP	NS5 inhibitors	MgcRacGAP inhibition	West Nile virus CPE
O=C(CCCN1C(=O)c2ccccc2C1=O)NCCCN1CCOCC1	2.3%	2.3%	-2.6%	4.2%	-1.2%	3.2%	2.6%	0.4%
CCOC(=O)C1CCCN(S(=O)(=O)c2ccc3c(c2)NC(=O)CO3)C1 (centres undefined)	1.0%	-4.4%	-2.7%	2.4%	-11.8%	-4.1%	11.4%	-1.0%
Cc1ccc(NC(=O)CNc2ccc(Cl)c(Cl)c2)cc1S(=O)(=O)N(C)C	19.1%	1.1%	-10.2%	23.5%	18.3%	-10.6%	6.4%	-2.3%

Other structures:
SMILES | RSV CPE inhibition | LYP phosphatase | GPR35 antagonists | Large T inhibition | Salmonella PhoP GFP | NS5 inhibitors | MgcRacGAP inhibition | West Nile virus CPE | CSM14.1 death rescue
Cc1nn(-c2ncc(C(F)(F)F)cc2Cl)c(=O)n1-c1ccccc1Cl | / | -7.1% | 1.2% | 7.3% | 4.6% | 2.4% | 5.5% | / | -2.5%
Cc1cc[n+](Cc2ccccc2)c(N)c1 | -0.1% | / | / | 3.9% | -3.3% | -0.8% | -4.8% | / | /
O=C(CN1CCC(C(=O)c2cccc(Cl)c2)CC1)Nc1ccc(C(=O)O)cc1 | 1.7% | -9.9% | 5.1% | 3.9% | -9.6% | -0.8% | -1.2% | -0.6% | -0.5%
CC(C)c1nc(C(N)=O)c2[nH]c(=O)n(-c3ccc(F)cc3)c2n1 | 1.3% | -6.7% | -11.4% | / | / | -3.5% | 12.1% | 0.5% | /
CC(=O)C(Sc1nc(-c2ccc(F)cc2)nc2c1c(=O)n(C)c(=O)n2C)C(C)=O | / | -6.9% | 23.4% | 18.3% | -7.8% | / | / | 0.0% | -1.0%
O=C(CSc1ncnc2c1oc1ccccc12)NCc1ccco1 | -0.9% | -1.2% | 18.5% | 5.0% | -9.3% | 0.7% | 11.0% | -0.5% | -3.3%
CC(=O)Nc1ccc(NC(=O)CN(C)CC(=O)Nc2ccccc2Br)cc1 | -0.6% | -5.3% | -11.6% | 7.6% | -5.5% | 3.0% | 12.3% | 0.3% | -2.0%
Cc1nn(CC(=O)c2ccc(Br)s2)c(C)c1[N+](=O)[O-] | 0.0% | 1.9% | -3.0% | 15.3% | -1.8% | -43.1% | 1.6% | 0.0% | /
O=C(Nc1ccccc1O)c1ccc(NC(=O)C2CC2)cc1 | 4.1% | -8.0% | -7.6% | 9.4% | -3.0% | -0.7% | -1.2% | 0.5% | /
O=C(OCn1nnc2ccccc2c1=O)c1cccnc1 | 0.7% | -10.5% | 0.6% | 3.0% | 19.8% | -8.9% | 8.6% | 1.5% | 0.8%
CCOC(=O)C(=CNc1cccc(C)c1C)C(=O)OCC | -1.2% | -2.0% | -15.0% | -0.2% | 2.9% | -0.7% | 2.5% | -0.8% | -0.7%
Cc1ccccc1NC(=O)Cn1c(=O)n(-c2ccc(CC(=O)NCC3CCCO3)cc2)c(=O)c2ccccc21 (centres undefined) | 2.7% | -4.3% | -0.2% | 12.6% | 1.3% | 5.8% | 9.2% | -0.2% | -0.9%
Cc1nc2nc(SCC(=O)NCCCN3CCCCCC3)nn2c(C)c1Cc1ccccc1 | -0.3% | -13.4% | 8.5% | 12.9% | 6.1% | -1.6% | 11.4% | -0.8% | /
COc1ccc(CNC(=O)C2CSC(c3ccc(OC)cc3)N2C(C)=O)cc1 (centres undefined) | 0.0% | -11.0% | 23.9% | -9.4% | 19.7% | 0.0% | 1.4% | 0.3% | 0.7%
CCOC(=O)CNC(=O)N1CCCC(CCC(=O)NCc2ccc(F)c(F)c2)C1 (centres undefined) | 0.3% | -6.2% | 8.7% | 5.0% | -4.1% | -8.2% | 11.2% | 0.3% | 0.8%
CN(C)C1(CNC(=O)C2CCN(S(=O)(=O)c3c(Cl)cccc3Cl)CC2)CCCCC1 | -1.9% | / | / | 7.6% | -7.6% | 0.7% | 2.3% | / | /
CC(C)c1ccc(Oc2cccc(C(=O)/C(C#N)=C/N(C)C)c2)cc1 | 4.1% | 0.3% | -9.8% | 2.0% | -10.4% | 7.3% | 2.1% | -0.1% | 2.5%
CC(=O)Nc1ccc(S(=O)(=O)N2CCN(S(=O)(=O)c3ccc(NC(C)=O)cc3)CC2)cc1 | 2.9% | -9.0% | -7.4% | 5.1% | -4.2% | -6.8% | 7.3% | -0.1% | /
CCOc1cc(/C=C2/SC(=S)N(CC(=O)O)C2=O)ccc1OC(=O)c1cccs1 | 3.7% | -3.3% | 7.4% | ? | 13.9% | 56.3µM* | 10.3% | 0.5% | /
CCOc1ccccc1-n1c(SCC(=O)NC(C)CC)nnc1-c1ccoc1C (centres undefined) | 2.6% | -2.7% | 4.1% | 10.5% | 17.9% | -4.0% | 4.2% | 0.7% | /
COc1ccc(CC(=O)NNC(=O)c2ccccn2)cc1 | 0.9% | -11.6% | 14.6% | 17.0% | 13.4% | -4.7% | 3.2% | -0.8% | /
Cc1ccc(-n2nnnc2/C=C\Nc2cc(C)on2)cc1 | 1.4% | 1.1% | 13.9% | 9.2% | -29.6% | -7.9% | 6.8% | 0.4% | -2.3%
COc1c(S(=O)(=O)NCCN2CCOCC2)ccc(Cl)c1Cl | -0.6% | -9.7% | 1.2% | -15.7% | 13.9% | 0.3% | 2.7% | 0.2% | 3.0%
COc1ccc(OCC(=O)N2CCc3c([nH]c4ccccc34)C2c2ccccn2)cc1 (centres undefined) | 9.8% | -2.0% | 6.6% | -5.4% | 7.0% | -5.4% | 12.9% | -0.2% | -0.5%
N#Cc1ccc(N2CCCC2C(=O)O)c([N+](=O)[O-])c1 (centres undefined) | 1.4% | -0.7% | 7.7% | -4.0% | -1.8% | -12.9% | 3.1% | 0.6% | 1.4%
O=C1Nc2ccccc2C1(O)C/C(=N/O)c1ccccc1 (centres undefined) | 0.8% | -0.2% | 4.2% | 7.4% | 5.1% | -5.9% | 6.4% | -0.7% | -1.1%
COc1cc(/C=C/C(=O)OCC(=O)c2c(N)n(C)c(=O)n(C)c2=O)ccc1OCC#N | 1.0% | 7.7% | 2.3% | 5.1% | -2.0% | -3.7% | 2.5% | -0.3% | 1.3%
CCCc1nnc(SCC(=O)Nc2ccc(OCC)cc2)n1N | 0.9% | -4.9% | -6.4% | 13.1% | 14.0% | 2.1% | 12.4% | -0.2% | 2.5%
CCOc1ccc(NC(=O)c2cc(OC)nc3ccccc23)cc1 | -0.1% | -0.1% | 0.1% | 4.5% | -7.8% | 2.0% | 6.3% | 2.9% | /
CCCCCC(=O)C(=O)c1ccc(O)cc1O | 4.0% | -5.0% | 12.7% | 3.5% | 2.1% | -2.0% | -2.4% | 0.4% | /
CC(C)CNS(=O)(=O)c1cc(C(=O)N2CC(C)OC(C)C2)c(Cl)cc1Cl (centres undefined) | 2.0% | -7.8% | 8.5% | -5.3% | -0.9% | -1.4% | 3.0% | 0.0% | 0.6%
CCCN1CCN(CCCNC(=O)c2ccc3c(c2)NC(=O)c2ccccc2S3)CC1 | -0.3% | -12.9% | 4.0% | 6.4% | 1.2% | 10.0% | 5.0% | 0.6% | /
Cc1cc(C(=O)N2CCN(c3ncccn3)CC2)nn1C | 4.3% | -5.7% | 2.3% | 10.6% | -5.3% | 8.4% | 8.3% | 0.0% | /
CC(=O)N(c1cccc(C)c1)S(=O)(=O)c1ccc(Cl)cc1 | -0.3% | -4.4% | -3.6% | 9.3% | 2.0% | -9.3% | 5.5% | -1.4% | -0.2%
COc1ccccc1CNC(=O)C1CCCN(S(=O)(=O)c2cccc3nonc23)C1 (centres undefined) | 0.9% | -8.8% | -2.3% | 8.2% | -8.6% | 4.4% | 2.1% | 0.6% | /
COc1ccccc1-c1nnc(NC(=O)CSc2nncn2C)s1 | 0.0% | -2.8% | -7.8% | 7.0% | 7.1% | -2.7% | 10.5% | 0.9% | -3.5%
